PNC assembly inh – High Content Assay for Compounds that inhibit the Assembly of the Perinucleolar Compartment. PC3M PTB-GFP, PNC prevalence imaging, 16 h; stronger effect = lower value. activity change (PNC), negative = inhibition, % at 10 µM. actives 3.1% (n = 140,000);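 active = readout at or below -70, meaning at least 70% loss of cells showing the perinucleolar compartment, a nuclear body marking cancer cells; inconclusive = readout between -30 and a set limit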;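 note: plate controls were DMSO wells for no effect and camptothecin positive control wells for full effect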
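Compounds are pinned in duplicate onto adhered PC3M cells stably expressing GFP-tagged PTB and incubated 16 h at 37 C. Cells are then fixed, nuclei stained with Hoechst, and PNC-positive cells counted.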
IMPase cell inh – qHTS Assay for Identifying the Cell-Membrane Permeable IMPase Inhibitors. Inositol monophosphatase 1 (Rattus norvegicus), P97697. CHO-M1 cells, IP1 accumulation, HTRF TR-FRET ratio. inhibition (IP1 accumulation), % at 46.1 µM. 120,000 tested, under 10 active; active = well fitted curve in the direction sought with a large enough effect in the signal ratio, not every such curve was filed as active; inconclusive = small, poorly fitted or top-dose-only effect, or a change in a side signal; inactive = no such curve, though single readings can be large or run the other way; the % refers to the signal ratio;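 note: cells stimulated with carbachol in lithium chloride buffer; plate controls were DMSO basal wells for no effect and reference inhibitor wells for full effect; higher means more IMPase inhibition seen as more IP1 and lower FRET ratio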
Target sequence (P97697 whole entry, looked up): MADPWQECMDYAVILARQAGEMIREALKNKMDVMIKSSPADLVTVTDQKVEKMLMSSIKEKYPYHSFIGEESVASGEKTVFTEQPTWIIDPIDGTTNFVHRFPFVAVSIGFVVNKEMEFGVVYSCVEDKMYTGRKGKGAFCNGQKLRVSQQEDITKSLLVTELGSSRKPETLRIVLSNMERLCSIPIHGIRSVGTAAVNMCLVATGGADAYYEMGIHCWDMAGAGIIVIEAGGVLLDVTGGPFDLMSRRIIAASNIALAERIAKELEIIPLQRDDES
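Measured: the HTRF emission ratio (665/620 nm) plus the 620 nm donor channel, each fitted to the Hill equation to give AC50. Cells were CHO-M1 given compounds up to 46 uM and a 30 min carbachol stimulation at 37C.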
ALOX12 inhib – qHTS Assay for Inhibitors of 12-hLO (12-human lipoxygenase). Polyunsaturated fatty acid lipoxygenase ALOX12 (Homo sapiens), P18054. purified 12-hLO, xylenol orange hydroperoxide absorbance. Potency, µM (titrated, usually from 57.1 µM), for inactives: at the highest dose activity change, negative = inhibition, hits mostly inhibitors. actives 0.12% (n = 150,000). AID 1452, 2008; note: potency is the fitted concentration of half-maximal effect; nearly all actives have a fitted effect of over 55% in size; many of its hits are not listed in these tables
Target sequence (P18054 whole entry, looked up): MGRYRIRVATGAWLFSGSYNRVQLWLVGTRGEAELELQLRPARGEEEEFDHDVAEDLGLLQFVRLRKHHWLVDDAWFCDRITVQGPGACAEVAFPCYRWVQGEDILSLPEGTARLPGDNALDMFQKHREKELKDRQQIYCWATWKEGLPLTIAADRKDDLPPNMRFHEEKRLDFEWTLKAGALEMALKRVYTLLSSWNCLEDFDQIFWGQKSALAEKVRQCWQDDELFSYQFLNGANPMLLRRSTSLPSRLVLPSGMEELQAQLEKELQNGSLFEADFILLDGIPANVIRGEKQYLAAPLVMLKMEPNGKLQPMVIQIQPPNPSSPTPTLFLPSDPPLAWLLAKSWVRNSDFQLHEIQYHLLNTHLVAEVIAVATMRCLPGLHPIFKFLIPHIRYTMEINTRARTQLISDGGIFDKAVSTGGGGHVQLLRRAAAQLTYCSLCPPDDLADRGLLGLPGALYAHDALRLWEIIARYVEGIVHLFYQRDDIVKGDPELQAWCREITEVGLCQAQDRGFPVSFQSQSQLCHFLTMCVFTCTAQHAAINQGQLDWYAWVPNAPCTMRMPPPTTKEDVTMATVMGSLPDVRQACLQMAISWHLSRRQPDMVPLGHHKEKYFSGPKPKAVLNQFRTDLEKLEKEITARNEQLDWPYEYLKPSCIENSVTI
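Lipoxygenase turnover measured by absorbance at 573 and 405 nm after Fe-XO development. Human 12hLO 150 nM, arachidonate 40 uM, pH 7.0 Hepes buffer with detergent; 15 min compound preincubation, 30 min reaction.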
ALOX15B inhib – qHTS Assay for Inhibitors of 15-hLO-2 (15-human lipoxygenase 2); purified 15hLO-2, xylenol orange hydroperoxide absorbance; Potency, µM (doses to about 57.1 µM), for inactives: at the highest dose activity change, negative = inhibition, hits mostly inhibitors; actives 0.56% (n = 110,000); AID 881, 2007; note: potency is the fitted concentration of half-maximal effect; nearly all actives have a fitted effect of over 60% in size; many of its hits are not listed in these tables
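Enzyme 50 nM, AA 45 uM, 25 mM Hepes pH 7.5 + 0.01% Triton X-100; cpd preinc 15 min RT, rxn 90 min RT; stop/detect with 200 uM XO + 300 uM Fe(II) in 50 mM H2SO4, 30 min; A573/A405.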
Starred values were filed as active, the others as inactive; [ ] = dose if it differs, or a comment. Unless noted, calls come from the whole dose curve; as a rule, active = well fitted curve in the direction sought with a large enough effect; inconclusive = small, poorly fitted or top-dose-only effect, or another doubt; inactive = no such curve, though single readings can be large; an effect the other way counts as inactive or inconclusive. Unless noted, % is set by controls: 0 for no effect and ±100 for the full control effect. An excerpt; the hit share may differ from the screen's.

How did Cc1ccc(S(=O)(=O)NCCC(=O)Nc2ccc(Cl)c(Cl)c2)cc1C do in these assays?
PNC assembly inh: 46; IMPase cell inh: -2; ALOX12 inhib: -7%

What do the screens show for `Cc1c(NC(=O)C23CC4CC(CC(C)(C4)C2)C3)c(=O)n(-c2ccccc2)n1C`?
PNC assembly inh: inconclusive; IMPase cell inh: 7; ALOX12 inhib: 0%; ALOX15B inhib: 0%

What do the screens show for `CCOC(=O)c1ccc(NS(=O)(=O)c2ccc3c(c2)oc(=O)n3C)cc1`?
PNC assembly inh: 74; IMPase cell inh: -14; ALOX12 inhib: -1%

What do the screens show for `Cc1noc(C)c1COc1cccc(C(=O)N2CCN(C/C=C/c3ccccc3)CC2)c1`?
PNC assembly inh: 13; IMPase cell inh: inconclusive; ALOX12 inhib: -10%; ALOX15B inhib: 18%

What do the screens show for `Cc1cc2ccccc2n2c(SCC(=O)N3CCN(C(=O)c4ccco4)CC3)nnc12`?
PNC assembly inh: 43; IMPase cell inh: -4; ALOX12 inhib: 2%; ALOX15B inhib: 3%

Results for N#Cc1cn(OCc2ccccc2)c(=O)[nH]c1=O ?
PNC assembly inh: inconclusive; ALOX12 inhib: 1%

How did CCOC(=O)C1CCN(C(=O)Cn2cc(C(=O)C3CC3)c3ccccc32)CC1 do in these assays?
PNC assembly inh: inconclusive; IMPase cell inh: -1; ALOX12 inhib: 3%; ALOX15B inhib: -6%

What do the screens show for `C=CCn1c(NCc2ccccc2)nc2ccccc21`?
PNC assembly inh: -20; IMPase cell inh: -2; ALOX12 inhib: 0%; ALOX15B inhib: 0%

What do the screens show for `Cc1cc(OCC(=O)O)c(Cl)cc1Cl`?
ALOX12 inhib: 4%[11.4 µM]; ALOX15B inhib: -6%[11.4 µM]

What do the screens show for `O=C(Cn1cc(C(=O)c2cccs2)c2ccccc21)NCC1CCCO1` (stereo not given)?
PNC assembly inh: -13; IMPase cell inh: -28; ALOX12 inhib: 1%; ALOX15B inhib: -3%

Part of the list above in order of number of heavy atoms, lowest first:
What do the screens show for `Cc1cc(OCC(=O)O)c(Cl)cc1Cl`?
ALOX12 inhib: 4%[11.4 µM]; ALOX15B inhib: -6%[11.4 µM]

Results for N#Cc1cn(OCc2ccccc2)c(=O)[nH]c1=O ?
PNC assembly inh: inconclusive; ALOX12 inhib: 1%

What do the screens show for `C=CCn1c(NCc2ccccc2)nc2ccccc21`?
PNC assembly inh: -20; IMPase cell inh: -2; ALOX12 inhib: 0%; ALOX15B inhib: 0%

How did Cc1ccc(S(=O)(=O)NCCC(=O)Nc2ccc(Cl)c(Cl)c2)cc1C do in these assays?
PNC assembly inh: 46; IMPase cell inh: -2; ALOX12 inhib: -7%

What do the screens show for `O=C(Cn1cc(C(=O)c2cccs2)c2ccccc21)NCC1CCCO1` (stereo not given)?
PNC assembly inh: -13; IMPase cell inh: -28; ALOX12 inhib: 1%; ALOX15B inhib: -3%

How did CCOC(=O)C1CCN(C(=O)Cn2cc(C(=O)C3CC3)c3ccccc32)CC1 do in these assays?
PNC assembly inh: inconclusive; IMPase cell inh: -1; ALOX12 inhib: 3%; ALOX15B inhib: -6%

(continued)
How did COc1ccc(C2c3c(oc4ccc(Cl)cc4c3=O)C(=O)N2Cc2ccco2)cc1OC (stereo not given) do in these assays?
PNC assembly inh: 24; IMPase cell inh: 10; ALOX12 inhib: 2%; ALOX15B inhib: -30%

How did O=C(NCCN1C(=O)S/C(=C\c2ccccc2F)C1=O)C1CCN(S(=O)(=O)c2cccs2)CC1 do in these assays?
PNC assembly inh: -11; ALOX12 inhib: -2%

Results for Cc1noc(C)c1CN1C(=O)NC2(CCCCCCC2)C1=O ?
PNC assembly inh: inconclusive; IMPase cell inh: -5; ALOX12 inhib: 5%; ALOX15B inhib: 6%

How did CCNC(=O)CCSc1nc2cc(Cl)ccc2o1 do in these assays?
PNC assembly inh: -24; IMPase cell inh: 11; ALOX12 inhib: -2%

How did CN(C)CCOC(=O)C12CC3(C)CC(C)(CC(C)(C3)C1)C2 do in these assays?
PNC assembly inh: -20; IMPase cell inh: 8; ALOX12 inhib: 4%; ALOX15B inhib: 25%

What do the screens show for `O=C(/C=C/c1ccc(Cl)cc1Cl)Nc1cccc(S(=O)(=O)NC2=NCCCCC2)c1`?
PNC assembly inh: 6; ALOX12 inhib: -1%

What do the screens show for `O=C(CSc1nccn1-c1ccc(Cl)cc1)NCc1ccc2c(c1)OCO2`?
PNC assembly inh: -24; IMPase cell inh: 1; ALOX12 inhib: -11%; ALOX15B inhib: 2%

How did O=C(CN1CCN(c2nc(-c3ccc(F)cc3)cs2)CC1)NCc1ccc2c(c1)OCO2 do in these assays?
PNC assembly inh: inconclusive; IMPase cell inh: 2; ALOX12 inhib: -13%; ALOX15B inhib: 17%

What do the screens show for `COC(=O)C(C)Sc1nc2c(c(=O)n(C)c(=O)n2C)n1Cc1cccc(C)c1` (stereo not given)?
PNC assembly inh: -26; IMPase cell inh: 6; ALOX12 inhib: 1%

What do the screens show for `COc1ccc(NC(=O)N2CCC3(CC2)CCN(C(=O)c2cccn2C)CC3)cc1`?
ALOX12 inhib: -1%; ALOX15B inhib: -6%

Results for Cc1ccccc1-n1cc(C(=O)c2cc(Cl)ccc2O)cc(C#N)c1=O ?
PNC assembly inh: 15; ALOX12 inhib: -2%

What do the screens show for `CC1CC(c2ccccc2)n2nc(N3C(=O)c4ccccc4C3=O)nc2N1` (stereo not given)?
PNC assembly inh: 26; IMPase cell inh: 1; ALOX12 inhib: -4%; ALOX15B inhib: 2%

Results for COc1cccc(/C=N/NC(=O)C(=O)Nc2ccccc2OC(F)(F)C(F)F)c1 ?
PNC assembly inh: 20; IMPase cell inh: -4; ALOX12 inhib: -2%

Results for O=c1c2ccccc2nnn1CSc1nc2ccccc2c(=O)n1Cc1ccco1 ?
PNC assembly inh: 11; IMPase cell inh: -3; ALOX12 inhib: -6%; ALOX15B inhib: -2%

Results for Cc1[nH]nc2c1C(c1ccc(-c3ccccc3C#N)o1)C(C#N)=C(N)O2 (stereo not given) ?
PNC assembly inh: -29; IMPase cell inh: 6; ALOX12 inhib: -18%; ALOX15B inhib: inconclusive

What do the screens show for `CCOCCn1c(CN2CCN(c3cccc(Cl)c3)CC2)nc2c1c(=O)n(C)c(=O)n2C`?
PNC assembly inh: inconclusive; IMPase cell inh: 3; ALOX12 inhib: 1%; ALOX15B inhib: 1%

What do the screens show for `CCOC(=O)N1CCC(NC(=O)c2ccc3c(c2)sc2nc(-c4cccc(OC)c4)cn23)CC1`?
PNC assembly inh: 33; IMPase cell inh: -3; ALOX12 inhib: 11%

Results for CCCC1C2C(=O)N(c3ccccc3OC)C(=O)C2ON1c1ccccc1 (stereo not given) ?
PNC assembly inh: 21; IMPase cell inh: -3; ALOX12 inhib: 0%; ALOX15B inhib: -5%

Results for O=C(CSc1nc2ccccc2o1)N1CCCC1 ?
PNC assembly inh: -27; IMPase cell inh: 6; ALOX12 inhib: 1%; ALOX15B inhib: 7%

Results for CCOc1ccc(C(=O)Nc2cccc(-c3nc4cccnc4o3)c2)cc1Cl ?
PNC assembly inh: 74; IMPase cell inh: inconclusive; ALOX12 inhib: 1%; ALOX15B inhib: -2%

What do the screens show for `O=C(CSc1ccccc1)NCc1cccnc1`?
PNC assembly inh: 14; IMPase cell inh: -2; ALOX12 inhib: 1%; ALOX15B inhib: -7%

Results for COc1ccc(C2C(C(=O)N3CCN(c4ccccc4)CC3)c3ccccc3C(=O)N2C)cc1 (stereo not given) ?
PNC assembly inh: -100*; IMPase cell inh: 0; ALOX12 inhib: -3%

What do the screens show for `CSc1nnc(-c2ccc(NC(=O)CCc3ccccc3)cc2)n1C`?
PNC assembly inh: 62; IMPase cell inh: -8; ALOX12 inhib: -1%; ALOX15B inhib: -1%

What do the screens show for `CC(C)(C)C1CCc2onc(C(=O)Nc3cccc(O)c3)c2C1` (stereo not given)?
PNC assembly inh: 17; IMPase cell inh: inconclusive; ALOX12 inhib: 4%; ALOX15B inhib: -5%

Results for N#Cc1c2n(c3c(-c4ccccc4)ncnc13)CCC2 ?
PNC assembly inh: 9; IMPase cell inh: 7; ALOX12 inhib: -4%; ALOX15B inhib: -2%

What do the screens show for `COc1ccccc1Oc1coc2c(CN3CCN(C)CC3)c(O)ccc2c1=O`?
PNC assembly inh: inconclusive; IMPase cell inh: -9; ALOX12 inhib: 4%; ALOX15B inhib: 4%

What do the screens show for `COC(=O)c1sccc1NC(=O)CCC1CCCCC1`?
PNC assembly inh: -25; IMPase cell inh: 10; ALOX12 inhib: -7%

What do the screens show for `Cc1ccccc1CS(=O)(=O)Cc1ccc(C(=O)NCc2ccco2)o1`?
PNC assembly inh: 120; IMPase cell inh: 4; ALOX12 inhib: -1%; ALOX15B inhib: -24%

How did CC(CN1CCOCC1)(NS(=O)(=O)c1ccccc1)c1ccccc1 (stereo not given) do in these assays?
PNC assembly inh: -3; IMPase cell inh: -2; ALOX12 inhib: 10%; ALOX15B inhib: 1%

How did OC(C#CCN1CCOCC1)(c1ccccc1)C1CC1 (stereo not given) do in these assays?
PNC assembly inh: inconclusive; IMPase cell inh: 1; ALOX12 inhib: -1%; ALOX15B inhib: -3%

How did CCCNC(=S)Nc1ccc(Cl)cc1C do in these assays?
PNC assembly inh: inconclusive; ALOX12 inhib: -4%

How did CC(C)n1nc(C(=O)OCn2nnc3ccccc3c2=O)c2ccccc2c1=O do in these assays?
PNC assembly inh: 26; IMPase cell inh: -7; ALOX12 inhib: -4%

Results for O=C(O)CCCNS(=O)(=O)c1ccc(F)cc1 ?
PNC assembly inh: 20; IMPase cell inh: inconclusive; ALOX12 inhib: -3%; ALOX15B inhib: -13%

How did Cc1cccc(NC(=O)C2CCCN(S(=O)(=O)c3cccc4nsnc34)C2)n1 (stereo not given) do in these assays?
PNC assembly inh: 9; IMPase cell inh: 6; ALOX12 inhib: 3%; ALOX15B inhib: 3%

What do the screens show for `Cn1c(=O)c2cc(S(=O)(=O)NC(C(=O)Nc3cccnc3)c3ccccc3)ccc2n(C)c1=O` (stereo not given)?
PNC assembly inh: inconclusive; IMPase cell inh: 3; ALOX12 inhib: -8%; ALOX15B inhib: -29%

Results for CC(=O)N(C)c1ccc(OCC(O)COc2ccc(N(C)C(C)=O)cc2)cc1 ?
PNC assembly inh: 28; IMPase cell inh: -8; ALOX12 inhib: -1%; ALOX15B inhib: 1%

How did CCN1CCN(S(=O)(=O)c2cccs2)CC1 do in these assays?
PNC assembly inh: inconclusive; IMPase cell inh: 0; ALOX12 inhib: 8%; ALOX15B inhib: 5%

What do the screens show for `CCOc1ccccc1OCC(=O)Nc1nnc(C)s1`?
PNC assembly inh: inconclusive; IMPase cell inh: 5; ALOX12 inhib: -2%; ALOX15B inhib: 3%

Results for COc1ccc(OC)c(C(O)CNC(=O)CN)c1 (stereo not given) ?
ALOX12 inhib: -2%; ALOX15B inhib: 4%

How did Cn1cc(/C=C2/SC(=O)N(CC(=O)Nc3ccc4c(c3)OCO4)C2=O)c2ccccc21 do in these assays?
PNC assembly inh: -12; IMPase cell inh: -4; ALOX12 inhib: 1%; ALOX15B inhib: inconclusive

How did COc1ccccc1OCC(=O)Sc1ccc(C)cc1 do in these assays?
PNC assembly inh: -19; IMPase cell inh: 1; ALOX12 inhib: -28%; ALOX15B inhib: inconclusive
